Bioassay records deposited in PubChem by The Scripps Research Institute Molecular Screening Center.
KLK7 zymogen act = proKLK7 (human) activation, primary screen; purified proKLK7, EDANS-DABCYL substrate fluorescence; 100% is mature enzyme control, 0% vehicle; activation, % at 7 µM; 370,000 compounds, 0.9% hits;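 active means activation above the mean of all tested compounds plus 3 SD, computed per campaign excluding outliers beyond control limits, cut at about 13% in these data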
Target sequence (P49862 whole entry, looked up): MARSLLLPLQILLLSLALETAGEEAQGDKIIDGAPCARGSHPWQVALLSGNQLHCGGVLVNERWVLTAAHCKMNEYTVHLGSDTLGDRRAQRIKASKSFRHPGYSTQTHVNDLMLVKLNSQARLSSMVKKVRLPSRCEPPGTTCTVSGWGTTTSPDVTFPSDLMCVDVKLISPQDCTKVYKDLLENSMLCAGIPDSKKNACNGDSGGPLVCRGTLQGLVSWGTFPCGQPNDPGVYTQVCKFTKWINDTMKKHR
PLC-gamma1 inh = PLC-gamma1 (human) inhibition, primary screen; P19174; purified PLC-gamma1, fluorogenic substrate, fluorescence; inhibition, % at 12.2 µM; 370,000 compounds, 0.84% hits; AID 720700; in the data active means inhibition above about 9.5%
ADAM10 inh = ADAM10 inhibition, QFRET primary screen; O14672; recombinant ADAM10, EDANS/DABCYL FRET peptide cleavage, 3 h; inhibition, % at 7 µM; 370,000 compounds, 0.62% hits;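 active means inhibition above a per-campaign cutoff equal to the mean of compounds falling between control-based bounds plus 3 SD, cut at about 20% in these data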;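 further: 0% = DMSO wells while the 100% control is not disclosed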
Target sequence (O14672 214-748 limits assumed): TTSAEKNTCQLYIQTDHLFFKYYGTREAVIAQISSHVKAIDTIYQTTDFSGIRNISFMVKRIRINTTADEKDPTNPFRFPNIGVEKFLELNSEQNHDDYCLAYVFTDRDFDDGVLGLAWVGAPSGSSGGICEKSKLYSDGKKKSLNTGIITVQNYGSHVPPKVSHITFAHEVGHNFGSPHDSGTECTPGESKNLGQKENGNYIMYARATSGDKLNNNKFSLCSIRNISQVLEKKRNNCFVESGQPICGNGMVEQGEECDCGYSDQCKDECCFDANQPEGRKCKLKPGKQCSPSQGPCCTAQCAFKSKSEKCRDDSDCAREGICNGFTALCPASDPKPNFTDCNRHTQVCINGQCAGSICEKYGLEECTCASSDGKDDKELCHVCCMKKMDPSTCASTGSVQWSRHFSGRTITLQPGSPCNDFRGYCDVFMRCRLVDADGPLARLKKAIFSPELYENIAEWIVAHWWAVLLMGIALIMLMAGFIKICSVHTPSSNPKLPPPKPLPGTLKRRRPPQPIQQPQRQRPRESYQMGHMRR
Tn6 DDE FP = disrupts Tn6 cyclic peptide binding to fibrin D-Dimer-E complex | 370,000 compounds, 0.21% hits | AID 720509 | P02675 | inhibition, % at 8.3 µM | Fibrin DD(E) TRITC-Tn6 fluorescence polarization displacement;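 active means inhibition above a per-campaign cutoff: mean of compounds within control limits plus 3 SD, cut at about 15% in these data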;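 further: 0% = median of all compound wells on the plate and 100% = blocking peptide control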
TDP2 absorb = TDP2 (human) inhibition, absorbance primary screen. 370,000 compounds, 0.34% hits. AID 720702. inhibition, % at 12.8 µM. recombinant TDP2, T5PNP hydrolysis, p-nitrophenol absorbance 415 nm;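 active means inhibition above the mean of all tested compounds plus 3 SD, set per campaign, cut at about 25% in these data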;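 further: 0% = DMSO with enzyme and 100% = buffer with substrate but no TDP2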
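Test system: Human TDP2 enzyme | Reagent: 5 mM T5PNP | Compound dosing: 12.8 µM single point, 1% DMSO | Incubation: Enzyme reaction with compound for 2 h at 37 °C | Technique: p-Nitrophenol epi absorbance | Read-out: % inhibition relative to enzyme-containing and enzyme-free wells | Benchmarks: High control without enzyme, low control DMSO plus TDP2 | Replicates: Singlicate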
ARFGAP1 inhibitor = inhibitors of rat ARFGAP1; Arfgap1-stimulated ARF1 GTP hydrolysis, GDP FP detection; AID 651572; inhibition, % at 16.5 µM; 360,000 compounds, 0.26% hits;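 active means inhibition above a per-plate limit, mean inhibition of low control wells plus 3 SD, cut at about 25% in these data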;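 further: 0% = DMSO wells with enzyme and 100% = wells lacking Arfgap1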
Target sequence (Q62848 1-136 limits assumed): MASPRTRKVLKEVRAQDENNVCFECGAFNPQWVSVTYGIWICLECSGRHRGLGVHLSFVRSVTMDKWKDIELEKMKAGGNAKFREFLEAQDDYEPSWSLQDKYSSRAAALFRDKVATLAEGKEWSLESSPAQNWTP
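system = rat Arfgap1 catalytic domain, aa 1-136 | technique = FP, GDP Alexa 633 tracer displaced from anti-GDP antibody, 620/688 nm | compound = one concentration, 16.5 µM, DMSO 1.26% | medium = HEPES-based buffer, pH 7.5 | timing = compound-enzyme preincubation 20 min, reaction 120 min, detection 60 min, 25 °C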
ADAM17 inh = inhibitors of human ADAM17. AID 720648. inhibition, % at 6.95 µM. recombinant ADAM17, EDANS/DABCYL FRET peptide cleavage. P78536. 370,000 compounds, 0.83% hits;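 active means inhibition above the mean of compounds lying between control limits plus 3 SD, set per campaign, cut at about 8.5% in these data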;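 further: 0% = DMSO-only wells as the low control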
ASAP1 GAP inh = blocks human ASAP1-stimulated Arf1 GTP hydrolysis. Q9ULH1. GDP FP detection. inhibition, % at 16.5 µM. 360,000 compounds, 0.19% hits. AID 624377; in the data active means inhibition above about 25%;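 further: 0% = vehicle with enzyme and substrate and 100% = no enzyme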
DDE Tn7 FP inh = disrupts Tn7 cyclic peptide binding to fibrin D-Dimer-E complex | P02675 | FP displacement of FITC-Tn7 peptide from fibrin DD(E); 0% = median of compound wells per plate | inhibition, % at 8.3 µM | 370,000 compounds, 0.13% hits;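 active means inhibition above the mean of compounds falling within the control limits plus 3 SD of them, cut at about 14% in these data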;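 further: 0% = plate median of compound wells and 100% = 10 µM Aha-Tn7 peptide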
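Assay system: Human fibrin DD(E) protein | Medium: Tris buffer with calcium and detergent, pH 7.8 | Reagent: 0.1 µM fluorescent Tn7 | Compound dosing: Single point at 8.3 µM | Times: 10 min preincubation, 3 h with tracer, room temperature | Detection: Fluorescence polarization of the labelled Tn7 tracer | Controls: Aha-Tn7 high control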
LEDGF integ inh = blocks HIV-1 LEDGF/p75-dependent DNA integration | inhibition, % at 3.7 µM | TR-FRET IN-LEDGF/p75 DNA integration, Eu/Cy5 | AID 743269 | 370,000 compounds, 0.64% hits;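 active means inhibition above the screen-wide mean plus 3 SD, cut at about 13% in these data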;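 further: signal is the Cy5 over europium emission ratio at 671 and 618 nm; 0% = plate median of compound wells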
* hit, by the source's call; . = not tested or not shown. Outcome played no part in choosing rows; any-hit rate near 4.2%.

SMILES	KLK7 zymogen act	PLC-gamma1 inh	ADAM10 inh	Tn6 DDE FP	TDP2 absorb	ARFGAP1 inhibitor	ADAM17 inh	ASAP1 GAP inh	DDE Tn7 FP inh	LEDGF integ inh
COC(=O)[C@]12CCCCC=C1N(Cc1ccccc1)C(=O)[C@H](CC(=O)NCC13CC4CC(CC(C4)C1)C3)C2	0.3	4.7	10.6	-7.1	-3.5	-2.0	2.5	-2.9	-1.7	2.6
Cc1cc(Cl)nc2c(C(C)C)cccc12	0.0	1.0	-0.3	5.0	-1.6	5.3	-0.2	6.8	-3.8	0.3
C#CCNC(=O)C1=C[C@H](c2ccc3c(c2)OCO3)C[C@H](OCc2ccc(CO)cc2)O1	0.2	-16.7	-5.8	11.4	-0.1	1.9	-5.5	0.9	1.0	4.2
CCc1ccc(OCCCC(=O)NCc2ccccc2)cc1	-0.1	-3.2	-3.0	7.3	3.4	20.4	-1.0	3.3	-3.3	-1.4
COc1ccc(CC2(CO)CCN(Cc3c(C)nn(C(C)C)c3C)CC2)cc1	0.0	0.4	-2.0	2.5	4.4	-13.1	-1.6	2.9	0.7	2.6
Cc1ccc2c(n1)sc1c(N)ncnc12	1.1	-28.4	-98.1	3.1	2.0	-3.9	-37.5	-2.3	0.2	1.6
Cc1cc(C)nc(NC2=NCCN2C(=O)NC2CCCCC2)n1	0.9	1.2	5.7	-1.0	5.0	-5.7	-0.7	-4.4	-5.7	-0.3
Cc1ccc(CC(=O)N(Cc2ccccc2)c2ccccn2)cc1	0.4	0.6	2.9	0.5	-5.7	4.8	0.4	-5.5	1.2	-0.4
CCOc1cnn(Cc2ccccc2)c(=O)c1SCc1ccccc1	1.3	2.8	-0.1	5.5	-0.6	-6.6	1.7	1.9	2.1	-5.1
Cc1cc(C)n2c(SCC#N)nnc2n1	-0.3	0.8	-9.8	4.3	0.4	5.2	-3.0	-8.3	-2.1	-3.5
Cc1ccc(S(=O)(=O)N2CCN(C(=O)CN3C(=O)c4ccccc4C3=O)CC2)c(C)c1	0.4	1.9	0.4	2.1	4.1	-1.3	-1.3	-5.2	4.5	4.1
COC(=O)C1=C(C(=O)OC)[C@@H]2N(Cc3ccccc3)c3ccccc3[C@@]23C[C@@H](C(=O)OC)N(C(=O)NC2CCCCC2)C3=N1	0.0	0.9	-1.1	1.1	0.8	-2.2	0.4	-11.2	-1.6	1.6

The closing four entries of the part above are carried over, then new ones follow:
SMILES	KLK7 zymogen act	PLC-gamma1 inh	ADAM10 inh	Tn6 DDE FP	TDP2 absorb	ARFGAP1 inhibitor	ADAM17 inh	ASAP1 GAP inh	DDE Tn7 FP inh	LEDGF integ inh
CCOc1cnn(Cc2ccccc2)c(=O)c1SCc1ccccc1	1.3	2.8	-0.1	5.5	-0.6	-6.6	1.7	1.9	2.1	-5.1
Cc1cc(C)n2c(SCC#N)nnc2n1	-0.3	0.8	-9.8	4.3	0.4	5.2	-3.0	-8.3	-2.1	-3.5
Cc1ccc(S(=O)(=O)N2CCN(C(=O)CN3C(=O)c4ccccc4C3=O)CC2)c(C)c1	0.4	1.9	0.4	2.1	4.1	-1.3	-1.3	-5.2	4.5	4.1
COC(=O)C1=C(C(=O)OC)[C@@H]2N(Cc3ccccc3)c3ccccc3[C@@]23C[C@@H](C(=O)OC)N(C(=O)NC2CCCCC2)C3=N1	0.0	0.9	-1.1	1.1	0.8	-2.2	0.4	-11.2	-1.6	1.6
O=C(Nc1cc(C(F)(F)F)ccc1N1CCOCC1)C1=COCCO1	0.9	-3.2	-4.1	-4.1	-0.4	2.2	-3.7	2.1	6.1	1.4
NS(=O)(=O)c1ccc(NC(=O)COc2ccc(Cl)cc2)cc1	0.2	4.5	-9.1	-0.8	-6.5	15.1	-1.3	16.0	0.8	-0.1
O=C(NC1CC1)C1=C[C@@H](c2ccc3c(c2)OCO3)C[C@@H](OCc2ccc(CO)cc2)O1	-0.2	-9.0	-3.6	0.8	1.9	-0.6	-5.1	-1.1	-1.6	-0.2
CC(/C=C/c1ccc(N(C)C)cc1)=N/N=C1/NC(=O)CC(C(=O)Nc2ccc(Cl)cc2)S1 (configuration not stated)	-21.4	-459.6	8.0	2.9	-9.5	20.2	5.5	16.3	-2.4	-1.8
CC(OC(=O)C1CC1)C(=O)Nc1ncc(Cl)cc1Cl (configuration not stated)	0.0	0.4	-13.2	-1.6	-0.1	-0.1	-7.0	-2.7	-0.2	1.0
CC1CCCC/C1=N\Nc1ccc(S(N)(=O)=O)cc1[N+](=O)[O-] (configuration not stated)	-0.8	3.7	-2.2	1.4	-8.2	0.5	2.8	1.4	-3.5	-1.6
CC1=NN(C(=O)c2ccccc2Cl)C(O)(c2cccnc2)C1 (configuration not stated)	-0.5	3.3	-9.1	-6.4	-3.6	-2.3	-2.8	0.7	3.5	-3.7
Cc1ccc(N2C(=O)CC(Cn3nc(C)cc3C)C2=O)cc1 (configuration not stated)	0.2	10.7*	4.7	6.3	11.5	-6.5	-2.1	-9.9	1.8	-0.6
COc1cccc2cc(C(=O)N(Cc3ccccc3)CC3CCCO3)c(=O)oc12 (configuration not stated)	-0.1	-31.8	-11.7	1.3	18.5	-8.2	-4.3	-3.1	-7.7	2.7
Cc1c(C(=O)NCCC2=CCCCC2)cccc1[N+](=O)[O-]	-0.6	-1.3	7.0	1.4	1.7	3.8	-2.6	5.7	-1.7	0.3
O=C(N/N=C/C1CCCCC1)c1ccccc1-n1cccc1	0.6	-6.7	-2.7	-2.8	9.1	0.4	-4.9	1.1	-5.6	-1.4
COc1ccc(OC)c(CCNC(=O)Cc2ccc(NC(=O)C3=C(C)OCCS3)cc2)c1	-0.2	-1.2	-7.3	4.1	-6.4	-4.3	0.0	3.7	-3.5	3.9

(further entries)
SMILES	KLK7 zymogen act	PLC-gamma1 inh	ADAM10 inh	Tn6 DDE FP	TDP2 absorb	ARFGAP1 inhibitor	ADAM17 inh	ASAP1 GAP inh	DDE Tn7 FP inh	LEDGF integ inh
Cc1ccc(-n2cnc(N)c2C(=O)c2cccc([N+](=O)[O-])c2)cc1	-0.2	1.4	-10.6	-2.9	1.0	10.4	-3.5	-2.8	0.7	-5.2
Cn1nc(C(F)(F)F)c2cc(C(=O)Nc3ccc(F)cc3)sc21	0.4	-0.1	11.6	-1.8	-14.0	4.5	3.7	1.7	2.8	5.5
Clc1ccc(SCCCN2CCCCC2)cc1	-0.1	-0.7	-4.6	2.7	1.4	1.2	-5.2	-7.4	0.0	-4.9
CCC(=O)N(Cc1ccco1)c1nc(-c2ccccc2)cs1	0.6	-1.6	-12.9	0.1	-5.8	-7.8	-3.1	4.8	-0.4	-2.8
COc1ccccc1NC1=NC2(CCCC2)N=C(N)N1	1.1	4.0	3.5	7.3	-0.7	-7.0	-2.8	19.8	9.1	0.3
COC(=O)C1=C(C(=O)OC)[C@@H]2N(C)c3ccc(OC)cc3[C@@]23C[C@@H](C(=O)OC)N=C3N1	0.5	-3.1	-1.7	7.2	9.4	-4.9	-0.9	5.3	0.6	-0.8
Nc1ccc(S(=O)(=O)NNC(=O)C(=O)NNc2ccccn2)cc1	0.0	5.9	6.3	1.0	-18.5	-1.1	1.9	-6.4	-2.3	-9.8
COCCNC(=O)c1ccc(NC(C)=O)cc1	-0.4	1.4	-8.0	-7.1	-0.6	19.5	-3.4	1.8	6.5	-2.8
Cc1nn(CC(=O)NNC(=S)NCC2CCCO2)c(C)c1Br (configuration not stated)	-0.2	-0.9	-3.8	0.4	-9.8	3.7	-1.1	8.7	-1.0	-1.1
O=C(Nc1ccc(C(=O)N2CCCCC2)cc1)c1ccccc1Cl	-0.4	1.7	-0.5	14.4	6.2	-6.9	-0.6	-3.5	2.0	2.2
CC(=O)c1ccc(NC(=O)COC(=O)C2CC3C=CC2C3)cc1 (configuration not stated)	0.2	-0.7	2.5	1.5	-9.4	-4.2	1.3	-0.3	-2.3	0.9
O=C(Nc1cnn(Cc2ccc(Cl)cc2)c1)c1cnccn1	-0.1	0.4	-7.8	6.4	1.6	10.1	-3.4	-2.8	-1.7	0.6

New compounds follow
SMILES	KLK7 zymogen act	PLC-gamma1 inh	ADAM10 inh	Tn6 DDE FP	TDP2 absorb	ARFGAP1 inhibitor	ADAM17 inh	ASAP1 GAP inh	DDE Tn7 FP inh	LEDGF integ inh
Cc1ccc(C)c(NC(=O)CN(C)C(=O)c2cc3c(s2)CCCCC3)c1	0.0	3.8	-16.2	-1.4	5.8	17.2	-1.7	8.2	1.3	0.5
Cc1cc(C)cc(NC(=O)c2ccccc2NC(=O)CCC(=O)O)c1	0.0	-0.9	-2.6	7.1	4.8	15.7	-0.2	-9.0	1.1	-0.6
N#Cc1sc2nc(-c3cccs3)cc(-c3ccccc3)c2c1N	-1.9	-232.5	-65.6	4.3	1.8	4.1	-22.4	8.8	-3.1	2.6
CCCC(=O)Nc1ccc(NC(=O)c2ccccn2)cn1	0.2	0.9	2.6	-1.6	0.7	-4.8	-6.8	1.3	2.1	0.3
Nc1[nH]c(C(=O)c2ccccc2)c(-c2ccc3ccccc3c2)c1C(=O)NCCc1ccc(Cl)cc1	.	-10.5	0.3	-3.9	-10.5	.	-1.2	.	2.6	-2.3
O=C(NCCCO)C(=O)NCCc1ccc(Cl)cc1	-0.5	1.1	-1.3	-3.4	1.1	-0.9	0.0	-0.9	-1.7	0.3
Cc1cc(C)c(S(=O)(=O)N2CCCC2)c(C)c1	-0.3	0.0	3.7	-0.2	12.2	-3.3	-0.8	14.0	-8.1	2.0
CCN1C(=O)Cc2cc(S(=O)(=O)N3CCOCC3)ccc21	-0.1	-0.7	1.4	5.5	6.8	-3.4	3.8	-1.4	-4.3	-1.1
CC1=C(C(=O)N2CCCC(N3CCN(c4ccccc4F)CC3)C2)OCCO1 (configuration not stated)	0.2	-4.3	-9.4	-2.7	11.5	3.4	-5.2	-14.3	-0.2	0.0
COc1cc2c(C(=O)N3CCOCC3)c(CSc3ccccc3)n(C)c2cc1Br	0.2	-0.1	12.5	-4.1	-6.4	7.7	5.7	-1.9	-0.6	2.3
Cn1c(SCC(=O)NCc2ccccc2)nnc1-c1ccc(NC(=O)CCc2ccccc2)cc1	0.6	0.7	7.0	0.1	-4.8	6.6	-2.5	2.9	2.1	-0.1
C=CCn1c(SCC(=O)Nc2ccc3c(c2)OCO3)nnc1-c1ccccc1OC	0.7	-1.2	-1.4	2.5	8.0	4.2	-2.6	-5.6	0.3	1.3
